High-throughput results from PubChem.
USP1-UAF1 inh: USP1/UAF1 (human) deubiquitinase inhibition; O94782; recombinant USP1/UAF1, Ub-Rhodamine cleavage fluorescence; Potency, µM (doses to about 57.1 µM), for the others: top-dose activity change, negative = inhibition, hits mostly inhibitors; actives 0.23% (n = 390,000); further: potency means the concentration at half of the fitted maximal effect; on the % scale 0 is the no-effect control and ±100 the full control effect; nearly all actives have a fitted effect of over 60% in size; inactives centre near -12
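USP1/UAF1 complex (1 nM) preincubated 15 min at room temperature with compound, then Ub-Rho substrate (150 nM final) added. Kinetic fluorescence at 480/540 nm over 6 reads at 60 s intervals; 50 mM HEPES pH 7.8, 0.5 mM EDTA, 0.1 mg/ml BSA, 1 mM TCEP, 0.01% Tween-20.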
Vif-APOBEC3F blk: Vif-A3F binding inhibition | HeLa A3F-eYFP + Vif (tagged APOBEC3F with the HIV-1 protein that degrades it), YFP fluorescence increase | Potency, µM (titrated, usually from 46.1 µM), inactives show at the top dose activity, negative = active | actives 0.2% (n = 390,000) | AID 602313; further: potency means the concentration at half of the fitted maximal effect; % of control where 0% means no effect; nearly all actives have a fitted effect of over 65% in size
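Fluorescence increase (Ex 488/Em 500-530) after overnight compound treatment at 37 deg C flags inhibition of Vif-driven A3F-eYFP loss in stable HeLa A3F-eYFP/Vif cells seeded overnight beforehand.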
mIDH1 inhibitor: human IDH1 R132H inhibition; O75874; IDH1-R132H enzyme, NADPH consumption, diaphorase/resazurin fluorescence; Potency, µM (top dose mostly 76.6 µM), for inactives: at the top dose activity change, negative = inhibition, usual class: inhibitors; actives 0.093% (n = 390,000); further: potency means the concentration at half of the fitted maximal effect; on the % scale 0 is the no-effect control and ±100 the full control effect; nearly all actives have a fitted effect of over 65% in size
Target sequence (O75874 whole entry R132H, stated change not applied): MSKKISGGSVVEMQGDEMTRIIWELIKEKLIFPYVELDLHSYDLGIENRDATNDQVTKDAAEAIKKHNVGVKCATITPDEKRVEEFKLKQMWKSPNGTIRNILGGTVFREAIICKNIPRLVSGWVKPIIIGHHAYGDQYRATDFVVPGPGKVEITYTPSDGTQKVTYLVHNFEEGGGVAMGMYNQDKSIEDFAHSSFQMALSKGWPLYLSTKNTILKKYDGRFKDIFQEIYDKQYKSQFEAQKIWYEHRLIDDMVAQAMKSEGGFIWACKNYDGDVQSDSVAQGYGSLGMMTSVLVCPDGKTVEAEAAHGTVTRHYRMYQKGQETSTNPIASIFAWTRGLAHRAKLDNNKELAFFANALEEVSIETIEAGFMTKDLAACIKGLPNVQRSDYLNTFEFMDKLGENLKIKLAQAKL
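IDH1-R132H (0.5 ug/mL dispensed) in pH 7.5 Tris buffer was preincubated 30 min with compound, then given a substrate mix of 0.016 mM NADPH and 2 mM alpha-KG for 80 min at room temperature; remaining NADPH was read by diaphorase/resazurin fluorescence.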
GRP78 ERSR act: induces the endoplasmic reticulum stress response in human glioma cells. AID 602332. actives 0.02% (n = 420,000). Potency, µM, inactives show at the top dose activation, hits mostly activators. U87-MG GRP78 promoter luciferase reporter, 16 h; further: potency means the concentration at half of the fitted maximal effect; series mostly up to about 76 µM; % of control where 0% means no effect; nearly all actives have a fitted effect of over 35% in size
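ERSR induction read as luciferase luminescence (Bright-Glo, 10 min at room temperature) in stably transfected human U87-MG glioma cells exposed to compounds for 16 h, using GRP78 as sensor.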
RGS4 inhibitor: human RGS4 inhibition; P49798; Transcreener GDP fluorescence polarization, RGS4-accelerated GTP hydrolysis; Potency, µM (series often up to 114 µM), inactives show at the top dose activity change, negative = inhibition, actives largely listed as inhibitors; actives 0.039% (n = 390,000); AID 504845; further: potency means the concentration at half of the fitted maximal effect; on the % scale 0 is the no-effect control and ±100 the full control effect; nearly all actives have a fitted effect of over 75% in size; some results filed as inactive show a strong effect at the top dose
Target sequence (P49798 whole entry, looked up): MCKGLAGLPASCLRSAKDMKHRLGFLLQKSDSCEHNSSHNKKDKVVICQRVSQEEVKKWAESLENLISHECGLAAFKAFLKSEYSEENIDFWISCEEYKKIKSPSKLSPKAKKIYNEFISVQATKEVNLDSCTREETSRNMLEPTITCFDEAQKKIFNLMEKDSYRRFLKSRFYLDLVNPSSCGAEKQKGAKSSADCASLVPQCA
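MLSMR compounds (23 nl, pin-transferred) preincubated 10 min at room temperature with a 500nM (2x) first reagent, then RGS4 at 900nM (2x) plus Transcreener GDP mix added; fluorescence polarization (620/688 nm) read before and after 90 min at 30 °C.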
TrxR1 inh: blocks rat thioredoxin reductase 1. recombinant rTrxR1, NADPH fluorescence consumption, selenite substrate. Potency, µM (doses to about 114 µM), for inactives: at the highest dose activity change, negative = inhibition, actives largely listed as inhibitors. actives 1% (n = 390,000). AID 588453; further: potency means the concentration at half of the fitted maximal effect; on the % scale 0 is the no-effect control and ±100 the full control effect; nearly all actives have a fitted effect of over 65% in size
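Rat TrxR1 (90 nM in the dispensed reagent) was pre-reduced with 400 uM NADPH for 5 min at room temperature, then incubated with compound for 15 min. After 400 uM selenite was added, NADPH fluorescence (Ex 340/Em 450 nm) was followed for 8 min.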
LDHA block: blocks human lactate dehydrogenase A; P00338; purified LDHA, NADH/diaphorase-resazurin fluorescence; hits give low values; activity change, % (values are at about 110 or 230 µM); actives 0.15% (n = 480,000); in the data active means activity change below about -30%; inconclusive means mostly about -25% to -30%;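 further: plate controls were DMSO wells for no effect and wells without enzyme for full effect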
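Resorufin fluorescence (ex540/em590), read at 0 and 20 min after diaphorase/resazurin addition, reports the NADH left after a 5 min room-temperature reaction of 2 nM human LDH5 with 0.06 mM NADH and 0.2 mM pyruvate.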
Vif-APOBEC3G blk: blocks the Vif interaction with human APOBEC3G; Q9HC16; HeLa A3G-eYFP + Vif (tagged APOBEC3G with the HIV-1 protein that degrades it), YFP fluorescence, overnight; Potency, µM (top dose mostly 46.1 µM), for the others: top-dose activity, negative = active, most hits filed as inhibitors; actives 0.076% (n = 410,000);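 further: potency means the concentration at half of the fitted maximal effect; on the % scale 0 is the no-effect control and ±100 the full control effect; nearly all actives have a fitted effect of over 60% in size; hits raise eYFP signal because A3G escapes Vif-driven loss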
Target sequence (Q9HC16 whole entry, looked up): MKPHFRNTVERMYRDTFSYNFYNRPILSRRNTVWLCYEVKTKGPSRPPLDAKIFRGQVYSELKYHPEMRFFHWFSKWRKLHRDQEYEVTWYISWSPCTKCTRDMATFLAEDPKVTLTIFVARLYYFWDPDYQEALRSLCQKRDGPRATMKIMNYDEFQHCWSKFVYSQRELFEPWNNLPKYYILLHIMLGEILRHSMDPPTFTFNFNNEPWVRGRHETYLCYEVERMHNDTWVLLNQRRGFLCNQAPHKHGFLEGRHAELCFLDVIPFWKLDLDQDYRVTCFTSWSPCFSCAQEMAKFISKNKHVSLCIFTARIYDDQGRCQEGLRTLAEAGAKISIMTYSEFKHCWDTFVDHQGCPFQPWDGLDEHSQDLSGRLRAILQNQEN
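Read-out is eYFP fluorescence (Ex 488/Em 500-530) from Vif-expressing HeLa A3G-eYFP cells; more signal means A3G escaped Vif-mediated degradation. Cells plated overnight, compound pinned in, incubated overnight at 37 deg C.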
TrxR1 substrate: rat thioredoxin reductase 1 substrate activity; purified TrxR1 substrate turnover, NADPH consumption readout; Potency, µM (highest dose often 114 µM), without a hit: at the top dose activity change, negative = substrate turnover; actives 0.01% (n = 390,000); further: potency means the concentration at half of the fitted maximal effect; on the % scale 0 is the no-effect control and ±100 the full control effect; nearly all actives have a fitted effect of over 50% in size
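Rat TrxR1, dispensed at 90 nM, was prereduced with 400 uM NADPH (final) for 5 min at ~22 deg C, then incubated with compound 15 min before 400 uM selenite. A first-read NADPH fluorescence drop versus no-compound background flagged substrates.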
* marks the source's active call; other numbers are inactive results; ? = inconclusive; nt = no result given; & = joins results of further samples; [ ] = another dose, or the depositor's remark. Unless noted, the call rests on the fitted dose curve; in most records, active means well fitted curve in the direction sought with a large enough effect; inconclusive means small, poorly fitted or top-dose-only effect, or another doubt; inactive means no such curve, though single readings can be large; an effect the other way counts as inactive or inconclusive. The list is partial (hit frequency here may not be typical).

Order of values – USP1-UAF1 inh, Vif-APOBEC3F blk, mIDH1 inhibitor, GRP78 ERSR act, RGS4 inhibitor, TrxR1 inh, LDHA block, Vif-APOBEC3G blk, TrxR1 substrate
O=C1CC(Sc2ncn[nH]2)C(=O)N1c1ccccc1 (stereo not drawn)
→ -18%, 3%, 12%, -3%, -24%, ?, 2, 5%, 5%
Cc1cccc(CC2CC(=O)N(c3nc4ccccc4s3)C2=O)c1 (stereo not drawn)
→ -25%, 2%, -5%, -2%, -3%, -16%, -2, -10%, -7%
COc1cc(C(=O)NNC(=O)C2CCC2)cc(OC)c1OC
→ -12%, -1%, -8%, -3%, 7%, 11%, 0, 2%, 0%
COc1ccc(-c2nnn(CC(=O)N3CCN(c4ccccc4OC)CC3)n2)cc1OC
→ -15%, -32%, -4%, 0%, 19%, 11%[57.1 µM], -4, 1%, 7%[57.1 µM]
CN1CCN(/N=C/c2nc(-c3ccccc3Cl)n3ccccc23)CC1
→ -17%, -14%, -1%, -1%, -19%, -22%, 9, 2%, -10%
CCOC(=O)c1c(NC(=O)COc2ncnc3ccccc23)sc(C)c1CC
→ -6%, 10%, 6%, -4%, -3%, -10%, 1, -7%, -6%
CCC(CC)C(=O)Nc1c(C)n(C)n(-c2ccccc2)c1=O
→ 5%, nt, 1%, -5%, 27%, -11%, -8, 2%, -7%
CCOC(=O)c1cnc2c(cnn2C)c1NCCCN(C)C
→ -5%, -3%, 6%, -2%, 24%, -1%, 5, 0%, 5%
COC(=O)c1cc(S(=O)(=O)N2CCC(c3ccccc3)C2)c[nH]1 (stereo not drawn)
→ 3%, 8%, 2%, -4%, -8%, 4%, 0, 6%, -3%
Cn1cc(CNCCCn2ncc3ccccc32)c(-c2ccccc2F)n1
→ -20%, -10%, 2%, -4%, -4%, 10%, -4, -1%, 10%
CCOC(=O)C(C(=O)OCC)N(Cc1cc(OC)ccc1OC)C(=O)C1CC(CO[Si](C)(C)C(C)(C)C)=CN1C(=O)OC(C)(C)C (stereo not drawn)
→ nt, nt, nt, -5%, 16%, 38%[57.1 µM], nt, -2%, -8%
COc1ccc([N+](=O)[O-])cc1NC(=O)C(C)OC(=O)CSC(C)C(=O)Nc1cc(C)on1 (stereo not drawn)
→ -20%, 1%, 6%, -4%, -17%, 8%, 2, 1%, -2%
O=C(CCCSc1nc2ccccc2s1)NCc1ccc2c(c1)OCO2
→ -23%, -3%, 2%, -1%, -10%, 7%, -13, -1%, 0%
COc1cc(/C=C/C(=O)c2c(O)ccc3c(C)cc(=O)oc23)ccc1O
→ -12%, -5%, 4%, -5%, -19%[11.4 µM], ?, -3&4, -14%, -7%[57.1 µM]
COC(=O)Nc1ncc(CN2CCCCC2)s1
→ -8%, -2%, -1%, -4%, 17%, 10%, -13, 2%, 3%
O=C(CCCCCNC(=S)Nc1ccccc1)C[N+](=O)[O-]
→ -2%, -5%, 2%, -3%, -11%, -11%, -2, 0%, -1%
CCCn1c(SCC(=O)Nc2sc(C)c(C)c2C#N)nnc1C(C)C
→ -16%, -3%, -2%, -4%, -8%, -3%, -2, -9%, -5%
Cc1nc2c3ccccc3nc(NNC(=O)CCC(=O)N3CCN(c4cccc(Cl)c4)CC3)n2n1
→ 7%, -1%, -10%, -2%, 1%, 9%, 1, -4%, 11%
NS(=O)(=O)c1ccc(CCNC(=S)NC2CCCC2)cc1
→ 4%, 7%, 4%, -2%, 1%, -9%, -4, 0%, -4%
NS(=O)(=O)c1ccc(CNC(=O)c2ccc(NS(=O)(=O)c3cccs3)cc2)cc1
→ -19%, -9%, -3%, -4%, -3%, 21%, -5, 0%, 1%
Cc1cc(O)c(-c2cc(C(=O)Nc3ccc(S(=O)(=O)N4CCOCC4)cc3)[nH]n2)cc1C
→ -17%, 0%, 8%, -1%, -7%, 37%, -8, -27%, 12%
CCC(C)Cn1c(O)cc2nn(-c3nc4ccccc4s3)c(=O)c-2c1C (stereo not drawn)
→ -18%, ?, 2%, -14%, ?, 18%[0.0914 µM], -6, -6%, -3%
CC(C)c1nnc(NC(=O)CCC(=O)Nc2ccc3cn[nH]c3c2)s1
→ 3%, 10%, -2%, -5%, 7%, 8%[11.4 µM], 2, -3%, -5%
CCOc1ccc(Cc2nnc(SCC(=O)Nc3ccc(C(C)=O)cc3)[nH]c2=O)cc1
→ -15%, -8%, -6%, -1%, -7%, -15%, -6, -1%, -13%
COc1ccc(-n2nc(C(=O)NCC(=O)NCCC3=CCCCC3)c3ccccc3c2=O)cc1
→ -20%, 7%, 14%, -2%, 37%, 40%, 0, 0%, 2%[57.1 µM]
CC(c1nc2ccccc2c(=O)[nH]1)N(C)CCOc1ccc(Cl)cc1 (stereo not drawn)
→ -10%, 12%, -2%, -1%, -7%, 36%, 5&-1, 3%, 0%
CCOC(=O)N1CCN(C(=O)CSCc2nc(-c3ccccc3C)oc2C)CC1
→ -1%, 0%, -2%, -6%, -2%, -4%[57.1 µM], -4, 1%, 2%[57.1 µM]
CCOC(=O)C(C)NC(=O)CCc1nnc2ccc(N3CCCCC3)nn12 (stereo not drawn)
→ -3%, -2%, 3%, -6%, 22%, 12%[57.1 µM], 0, 1%, 5%[57.1 µM]
CCCCCC(=O)NC(=S)NC1C2CC3CC(C2)CC1C3 (stereo not drawn)
→ -13%, ?, 3%, 2%, -45%, -47%, 0, 0%, 13%[57.1 µM]
COc1cccc(NC2C=CS(=O)(=O)C2)c1 (stereo not drawn)
→ -17%, 3%, -3%, -4%, 21%, 5%[57.1 µM], -4, -2%, 6%[57.1 µM]
COc1ccc([C@@H]2C[C@H]3[C@@H](CN2S(=O)(=O)c2ccccc2)C(=O)C[C@@H](c2cccc4ccccc24)N3S(=O)(=O)c2ccc(C)cc2)cc1
→ -25%, 0%, 4%, 7%, nt, nt, -7, 0%, nt
COc1cc2c(cc1OC)C(c1ccco1)CC(=O)N2 (stereo not drawn)
→ -9%, -5%, -8%, -4%, -9%, -9%, -9, 2%, -1%
CCOP(=O)(c1ccc(N(C)C)cc1)C(O)c1ccccc1F (stereo not drawn)
→ -7%, 0%, 0%, -6%, 13%, 9%, -8, 0%, 2%
Cc1cccc(NC(=O)CCS(=O)(=O)c2ccc(Cl)cc2)c1
→ -10%, -7%, -1%, -5%, -33%, 17%, -2, -3%, -1%
Cc1ccc2ncc3c(-c4ccccc4)nn(CC(=O)NC4CCCCC4)c3c2c1
→ 8%, -14%, 5%, -3%, 24%, 24%[57.1 µM], -5, 2%, 2%[57.1 µM]
O=C(O)c1cccc(Nc2ccncc2[N+](=O)[O-])c1
→ -28%, -27%, 2%, -5%, -49%[56.9 µM], 10%, -1, -1%, 0%
O=C(CSc1nnc(-c2ccccn2)n1-c1ccc(Cl)cc1)Nc1ccc2c(c1)OCO2
→ -12%, 0%, 10%, -4%, -4%, ?, 0&2, 0%, 3%
COc1ccc(CCn2cc3c(c2-c2ccc(Br)cc2)c(=O)n(C)c(=O)n3C)cc1OC
→ -5%, 2%, ?, -3%, -3%, 19%, -8, 5%, 14%
COC(=O)C(C(=O)OC)c1ccc(NC(=O)c2cccc(Cl)c2)cc1
→ -7%, 2%, 11%, -1%, 9%, 22%[57.1 µM], -3, 3%, -9%[57.1 µM]
O=C(Cn1cnc2ccccc2c1=O)NCC1COc2ccccc2O1 (stereo not drawn)
→ -2%, -3%, -2%, -6%, -2%, -10%, -1, -8%, -7%
ClC1(CNc2ccccc2)CCN(Cc2ccccc2)CC1
→ -25%, -3%, -5%, -4%, -14%, 3%, -7, -3%, -1%
CCCCCCCC(=O)N/N=C/c1ccco1
→ -6%, -4%, 5%, -2%, -29%, -1%[57.1 µM], 0, 2%, -1%[57.1 µM]
COc1ccccc1C(=O)N1CCN(Cc2nc3cc([N+](=O)[O-])ccc3n2C)CC1
→ -8%, -2%, 0%, -2%, -13%, 11%[57.1 µM], -5, 1%, 6%[57.1 µM]
CN(CC(=O)Nc1ccc(S(=O)(=O)N2CCCC2)cc1)CC(=O)Nc1cccc(F)c1
→ -7%, 6%, 6%, -5%, 8%, 24%[57.1 µM], -9, -4%, 5%[57.1 µM]
COc1ccc(C(C)(C)C)cc1NC(=O)CCCN1C(=O)NC(C)(C)C1=O
→ -11%, 4%, 1%, -5%, -14%, 7%, -1, 0%, -6%
CN(C)Cc1c[nH]c2nc[nH]c(=O)c12
→ 6%, 9%, 3%, -8%, -1%, 1%[2.29 µM], -5, 0%, 10%[57.1 µM]
CCN(CC)c1ccc(S(=O)(=O)N2CCCCC2)cc1NC(=O)CSCc1c(C)noc1C
→ 0%, 4%, -6%, -2%, 12%, 4%, -2, 0%, 0%
Cc1cc(C)c(OCCNC(=O)c2ccccc2Sc2ccccc2C#N)c(C)c1
→ ?, 2%, 4%, -4%, 25%[11.4 µM], 24%, -2, -1%, -4%
CCOC(=O)c1c(C)[nH]c(C2=NNC(=Nc3ccccc3OC)SC2)c1C
→ ?, -5%, -15%, -3%, -23%, 11%[57.1 µM], 4, -9%, -23%[57.1 µM]
CCOc1ccccc1NC(=O)c1cc(S(=O)(=O)N2CCC3(CC2)OCCO3)ccc1F
→ -7%, 1%, 8%, -2%, -17%, 20%, -1, 0%, 4%
